Vif imaging = inhibitors of HIV Vif; HEK293T cells, Vif self-association by quenched fluorescence, imaging, 24 h; 340,000 tested, 0.35% active; AID 602346; inhibition, % at 7.49 µM; in the data active = inhibition above about 50%, passing the limit was not always enough; also: some results filed as inactive read as strong as hits
TROY NFkB inh = blocks TROY-dependent signaling in reporter cells; Q293 LMP1-TROYcd NF-kB luciferase reporter, 4 h; inhibition, % at 10 µM; 360,000 tested, 0.98% active; AID 1347056;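 active = compounds whose plate-normalised and pattern-corrected inhibition of the luciferase reporter signal at the single screening dose is 50% or more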
NCOA1 inh = inhibits human SRC1 coactivator; 360,000 tested, 0.12% active; HEK293 GAL4-SRC1 luciferase reporter, luminescence; inhibition, % at 3.6 µM;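 active = inhibition above the campaign mean plus 3 SD, with each screening campaign given its own cutoff, cut at about 60% in these data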;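 also: 0% = DMSO treated cells and 100% = gossypol at 36 µM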
SRC2 inh = human SRC2 (NCOA2) inhibition | Q15596 | 370,000 tested, 0.17% active | AID 651957 | HEK293 GAL4-SRC2 luciferase reporter, luminescence | inhibition, % at 9 µM;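 active = inhibition above the mean inhibition of all tested compounds plus 3 SD, set per campaign, cut at about 52% in these data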;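 also: 0% = DMSO treated cells and 100% = cells given Gossypol at 36 µM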
TRAIL sens C8 = caspase-8 TRAIL sensitization; inhibition (viability loss, TRAIL sensitization), % at 10 µM; NB7+C8 cells + TRAIL, ATPlite viability luminescence; AID 624354; 360,000 tested, 1% active;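 active = compounds causing at least 50% loss of cell viability in the single-dose screen, relative to plate controls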
NOD2-RIPK2 inh = inhibitors of human NOD2-RIPK2 interaction; O43353; CHO BLA complementation NOD2-RIPK2, CCF4 ratio; inhibition, % at 4.98 µM; 360,000 tested, 0.38% active; in the data active = inhibition above about 21%;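 also: 0% = vehicle only and 100% = reference blocker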
Target sequence (O43353 whole entry, looked up): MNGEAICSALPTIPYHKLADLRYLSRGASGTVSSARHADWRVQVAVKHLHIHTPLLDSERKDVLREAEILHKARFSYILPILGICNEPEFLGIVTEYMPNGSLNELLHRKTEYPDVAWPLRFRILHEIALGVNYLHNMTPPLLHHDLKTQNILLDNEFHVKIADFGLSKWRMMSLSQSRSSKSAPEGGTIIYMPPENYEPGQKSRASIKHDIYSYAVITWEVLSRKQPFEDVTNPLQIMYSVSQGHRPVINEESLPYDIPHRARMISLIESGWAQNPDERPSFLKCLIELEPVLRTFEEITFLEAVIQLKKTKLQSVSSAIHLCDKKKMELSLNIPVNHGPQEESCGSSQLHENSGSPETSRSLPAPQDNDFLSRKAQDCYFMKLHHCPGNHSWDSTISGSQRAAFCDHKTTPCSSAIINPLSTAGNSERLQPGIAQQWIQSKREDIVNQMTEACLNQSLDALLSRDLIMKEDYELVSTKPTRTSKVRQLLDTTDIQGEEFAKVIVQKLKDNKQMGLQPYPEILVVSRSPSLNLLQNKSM
TLR9-MyD88 inh = blocks human TLR9 binding to MyD88; CHO BLA complementation TLR9-MyD88, CCF4 FRET ratio; 340,000 tested, 0.21% active; AID 504734; Q9NR96+Q99836; inhibition, % at 4.98 µM;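 active = inhibition above the mean over all tested compounds plus 3 SD, cut at about 21% in these data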;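 also: 0% = DMSO only wells and 100% = clavulanate BLA inhibitor control wells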
SRC3 inh = inhibits human SRC3 coactivator; 360,000 tested, 0.17% active; inhibition, % at 3.6 µM; HEK293 GAL4-SRC3 luciferase reporter, luminescence;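 active = inhibition above a per-campaign cutoff, the mean of all compounds plus 3 SD, cut at about 60% in these data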;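 also: 0% = DMSO-treated cells and 100% = gossypol-treated cells at 36 µM; higher means less SRC3-driven luciferase light from the GAL4 reporter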
NR2F2 inh = inhibitors of human COUP-TFII (NR2F2) | AID 686940 | HEK293T NGFI-A luciferase reporter, luminescence | inhibition, % at 8.6 µM | 370,000 tested, 0.7% active;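 active = inhibition above a per-plate cutoff, mean inhibition of test wells between control levels plus 3 SD, cut at about 38% in these data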;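 also: cells cotransfected with COUP-TFII expression vector driving the NGFI-A reporter; 0% = median of COUP-TF2 test wells and 100% = reporter-only cells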
Target sequence (P24468 whole entry, looked up): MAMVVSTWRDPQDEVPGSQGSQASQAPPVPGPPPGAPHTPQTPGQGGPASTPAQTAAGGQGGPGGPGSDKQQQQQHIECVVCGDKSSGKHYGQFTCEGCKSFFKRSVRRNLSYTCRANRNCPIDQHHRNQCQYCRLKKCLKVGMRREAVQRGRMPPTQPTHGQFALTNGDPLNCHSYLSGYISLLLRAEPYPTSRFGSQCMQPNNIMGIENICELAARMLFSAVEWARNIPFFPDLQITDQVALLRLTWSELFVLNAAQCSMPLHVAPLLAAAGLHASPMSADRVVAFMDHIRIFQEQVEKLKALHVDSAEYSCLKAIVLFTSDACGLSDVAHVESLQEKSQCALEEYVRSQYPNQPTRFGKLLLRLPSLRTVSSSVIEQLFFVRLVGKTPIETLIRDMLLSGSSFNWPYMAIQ
LRH-1 inv ag = NR5A2 inverse agonism in reporter assay | inhibition, % at 3.6 µM | 360,000 tested, 0.13% active | HEK293T StAR-luciferase reporter, LRH-1 transfected, 24 h | AID 602396 | O00482;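 active = inhibition above the mean inhibition of all tested compounds plus 3 SD, cut at about 73% in these data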;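 also: 0% = DMSO wells and 100% = reporter-only cells lacking LRH-1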
EBV LMP1 NFkB = reduces LMP1-driven NF-kappaB luciferase signal; inhibition, % at 12.5 µM; AID 504558; LMP1-induced NF-kappaB luciferase reporter cells, luminescence; 350,000 tested, 0.69% active; in the data active = inhibition above about 41%;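 also: 0% = neutral control wells and 100% = reference inhibitor control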
* = called active by the depositor; / = not tested or not shown. Some of the compounds tested. The share of hits here may be higher or lower than overall.

SMILES	Vif imaging	TROY NFkB inh	NCOA1 inh	SRC2 inh	TRAIL sens C8	NOD2-RIPK2 inh	TLR9-MyD88 inh	SRC3 inh	NR2F2 inh	LRH-1 inv ag	EBV LMP1 NFkB
COc1ccc(C2=C(CN(C)C)C(c3ccccc3)c3ccccc3O2)cc1 (stereo unspecified)	5	4	1	1	-8	-2	-7	4	-14	12	78*
COc1cc(Cl)ccc1OCc1cc(C(=O)N2C[C@@H]3CCC[C@H]2C3)no1	-11	-39	-91	-53	5	-5	-11	-88	-16	-70	-44
CCOC(=O)c1sc2nccc(OC)c2c1N=CNOC	0	-4	6	-2	-8	-4	9	16	5	4	4
Cc1nc(SCC(=O)NCCc2ccccc2)c2c(=O)n(C)c(=O)n(C)c2n1	7	13	-12	-20	5	-5	-4	-12	-9	15	-3
O=C(Nc1cnccn1)Nc1ccc(Cl)cc1Cl	2	-18	-7	-2	-4	-19	2	6	-2	2	8
O=C(CCCCCNC(=O)N1CCn2c1nc1ccccc12)N[C@@H](Cc1ccccc1)C(=O)O	-3	-10	-3	13	-12	-6	0	17	-2	26	1
COc1ccc(/C=C/c2c(-c3ccc(OC)cc3)sc3cc(OC)c(OC)cc23)cc1	-3	4	-26	18	0	-3	4	12	0	10	-1
O=C(NC1CCN(C(=O)NC2CCCCC2)CC1)c1cccc(F)c1	5	-1	20	-5	3	0	-15	8	-8	-1	-2
CC(=Nc1ccccc1)C1=C(O)COC1=O	5	0	1	-6	-4	-3	0	2	16	-25	-14
O=C(c1cccc(C(F)(F)F)c1)C1CCCN(C(=O)c2cc(C3CC3)[nH]n2)C1 (stereo unspecified)	7	8	0	13	5	-8	-3	7	22	13	28
O=C(Nc1ccc(Cl)cn1)C1CC1	-6	22	-13	-58	-9	-4	-5	6	5	-9	-1
CCOC(=O)C1(CCCc2ccccc2)CCN(S(C)(=O)=O)CC1	-2	6	11	26	24	-15	-11	8	22	4	2
CCCc1cc(-c2n[nH]c(=S)n2-c2cccc(C)c2)cs1	4	-36	-5	-11	5	-6	-7	-6	9	-25	1
Cc1cccc(NC(=O)c2ncn3c2C(=O)NC[C@H]3C)c1	-1	-1	6	-31	21	-2	-1	7	16	11	4
CCn1c(SCC(=O)c2c(N)n(C3CC3)c(=O)[nH]c2=O)nc2cc(S(N)(=O)=O)ccc21	-1	-14	3	-1	3	-3	2	6	-6	9	-1
Cc1cc(Cc2cc(C)c(N)cc2C)c(C)cc1N	-5	4	-4	-38	-16	-6	5	-3	-13	-17	3
CCN1CCCC1CNC(=O)c1ccc2c(=O)n(CCOC)c(=O)[nH]c2c1 (stereo unspecified)	1	8	10	4	-1	-8	-3	-8	14	-4	3
CN(CCO)c1ncnc2nc[nH]c12	0	0	5	11	-8	-13	6	-8	3	-5	1
Cc1ccc(CN2CCN(C(=O)CC(C)C)CC2)cc1	6	-4	11	-2	-9	-13	-7	0	-8	18	8
CCOc1ccc(CCN2C(=O)C(=O)N([C@@H](Cc3ccc(O)cc3)CN3CCC[C@H]3CN3C(=O)C(=O)NC[C@@H]3Cc3ccc(O)cc3)C[C@@H]2Cc2ccc(O)cc2)cc1	/	-6	/	2	-14	-9	/	/	17	5	/
O=C(Nc1cccc(F)c1)c1coc(=O)c(Br)c1	/	-52	-23	-16	13	-4	-4	-24	21	17	-2
COc1cc2c(cc1OC)CN(CC(=O)Nc1ccccc1C#N)CC2	6	7	0	-25	-3	1	5	3	1	7	-1
COc1ccc(-c2noc(C)c2-c2ccc3ccccc3n2)c(O)c1	-10	6	-4	-20	-2	8	0	13	7	22	-19
CC(C)C1C(=O)N(Cc2cn(CC3CCCCC3)nn2)CCS(=O)(=O)N1Cc1ccc(-c2cccc(CO)c2)cc1 (stereo unspecified)	-2	20	-17	7	18	1	0	-19	0	5	2
CN(c1ccccc1)S(=O)(=O)c1ccc(NC(=O)c2ccco2)cc1	10	-9	-18	14	-6	-2	3	-7	-5	-16	-16
CC1Sc2ccc(S(=O)(=O)N3CCN(c4ccccc4)CC3)cc2NC1=O (stereo unspecified)	-11	18	12	16	11	-4	5	4	-2	-9	9
O=S(=O)(NC1=NCCC1)c1cccc(NC(=S)Nc2ccc(OC(F)F)cc2)c1	-2	10	-7	-1	22	2	-9	-7	-18	2	3
COCCn1c(SCC(=O)NC2CCCC2)nc2cccnc21	0	-18	3	-10	-2	-4	-20	17	0	-13	-7
COc1ccc2cc(CCNS(=O)(=O)c3c(C)cc(C)cc3C)c(=O)[nH]c2c1	15	-4	3	-2	-11	0	4	-2	-22	20	-5
CCOC(=O)c1sc(=S)n(-c2ccccc2)c1N(C(C)=O)C(C)=O	-14	-22	-9	-29	-1	6	4	14	-8	-11	4

Arranged by formula weight (largest number first): some entries from above
SMILES	Vif imaging	TROY NFkB inh	NCOA1 inh	SRC2 inh	TRAIL sens C8	NOD2-RIPK2 inh	TLR9-MyD88 inh	SRC3 inh	NR2F2 inh	LRH-1 inv ag	EBV LMP1 NFkB
CC(C)C1C(=O)N(Cc2cn(CC3CCCCC3)nn2)CCS(=O)(=O)N1Cc1ccc(-c2cccc(CO)c2)cc1 (stereo unspecified)	-2	20	-17	7	18	1	0	-19	0	5	2
CC1Sc2ccc(S(=O)(=O)N3CCN(c4ccccc4)CC3)cc2NC1=O (stereo unspecified)	-11	18	12	16	11	-4	5	4	-2	-9	9
COc1cc2c(cc1OC)CN(CC(=O)Nc1ccccc1C#N)CC2	6	7	0	-25	-3	1	5	3	1	7	-1
COCCn1c(SCC(=O)NC2CCCC2)nc2cccnc21	0	-18	3	-10	-2	-4	-20	17	0	-13	-7

Other records
SMILES	Vif imaging	TROY NFkB inh	NCOA1 inh	SRC2 inh	TRAIL sens C8	NOD2-RIPK2 inh	TLR9-MyD88 inh	SRC3 inh	NR2F2 inh	LRH-1 inv ag	EBV LMP1 NFkB
O=c1oc2cc(OCc3ccc(C(F)(F)F)cc3)ccc2cc1-c1ccccn1	18	10	8	-28	9	3	-9	-10	-4	4	-2
Cc1cc2cc(OCc3ccccc3)ccc2n1C	-3	-39	-104	-56	-1	-4	5	-115	-60	-109	-37
CCc1nc2sc3c(c2c(=S)[nH]1)CC(C)(C)OC3	36	5	-22	2	-5	-6	-10	-16	-3	-14	-1
COc1cc(Cl)ccc1NC(=O)COc1ccccc1C(=O)N1CCN(c2ccc(O)cc2)CC1	2	5	6	-8	-9	11	-1	17	14	12	4
Cc1occc1C(=O)NCc1ccc(C(=O)O)o1	-12	6	-2	-10	-14	-7	-4	17	-9	7	3
COc1ccc(CCNCc2c(OC)ccc3ccccc23)cc1OC	-10	-3	9	-3	10	0	11	-31	5	6	5
O=C(COC(=O)CCC(=O)c1ccc(F)cc1)NCc1ccco1	-1	3	6	-17	-5	-1	-2	4	-3	-5	-8
CCNC(=O)COC(=O)/C=C/c1cccc(F)c1	-11	1	-8	-11	-2	7	-5	3	-7	1	3
CC(C)c1nc(SCC(=O)Nc2ccc(C(=O)O)cc2)c2c3c(sc2n1)CCCC3	-6	1	-2	5	6	-13	3	0	2	-11	-1
COc1cccc(NC(=O)Nc2ccc3nsnc3c2)c1	/	-5	-40	-38	20	-5	-5	-36	-53	-83	-2
Fc1cccc(Cl)c1Cn1nnc2c(NCc3ccncc3)ncnc21	-18	19	25	12	0	-16	0	11	8	13	13
O=C(CSc1nc2ccc([N+](=O)[O-])cc2s1)NC1CCS(=O)(=O)C1 (stereo unspecified)	3	-12	-1	-1	2	0	-2	11	5	-7	7
COc1ccc(CN2C(=O)C(CC(=O)NCCCCc3ccccc3)CC(C(=O)N3CCCCCC3)=C2C)cc1 (stereo unspecified)	/	15	/	-28	3	3	/	/	20	2	/
Cc1cc(C(=O)Cn2nnc3ccccc3c2=O)c(C)n1Cc1cccs1	2	-9	-100	-25	58*	-9	-1	-75	-3	-171	-31
CN(C)c1ccc(C(=O)NNC(=O)c2ccc(Cl)cc2)cc1	2	-31	-38	-35	-9	-9	/	3	16	2	-1
COc1ccc(CCNC(=O)c2cc(-c3cc(C)cc(C)c3O)n[nH]2)cc1OC	-8	28	-6	7	-6	-1	-11	15	22	-3	-1
COCC(C)n1c(SCC(=O)NC(=O)Nc2ccc3c(c2)OCCO3)nc2ccccc2c1=O (stereo unspecified)	-2	-30	-3	6	-25	0	5	-3	12	-45	-23
OCCN1CCN(c2cc(C(F)(F)F)nc3c(F)cccc23)CC1	-9	1	12	3	12	6	2	10	10	13	-2
O=C(NC1CCN(Cc2ccc3ccccc3c2)CC1)c1ccccc1	-7	13	-2	2	4	2	-8	-6	21	22	18
Cc1ccc(S(=O)(=O)N2[C@@H](c3ccc(C(C)(C)C)cc3)C(C(=O)O)=CC[C@H]2c2ccc(Cl)cc2)cc1	-2	88*	27	14	16	5	-20	33	7	20	8
CC(Oc1ccccc1)C(=O)Nc1nc(-c2ccccn2)cs1 (stereo unspecified)	-4	-1	6	0	12	-8	-8	-3	12	30	22
CCOC(=O)NC(=O)/C(C#N)=N/Nc1c(F)cccc1F	2	-6	-15	-13	-3	1	-14	6	4	-18	10
Cn1cc(Cl)c(-c2n[nH]c(=S)n2-c2ccc(F)cc2)n1	0	0	-8	-27	3	-6	-3	8	-6	-2	4
Cc1ccc(S(=O)(=O)Nc2c(C(=O)O)[nH]c3ccccc23)c(C)c1	8	-20	-6	-15	-9	0	-9	-13	-14	-11	-18
O=C(CSc1nnc2n1CCCN2)c1ccc([N+](=O)[O-])cc1	-5	-33	-14	15	18	-7	-12	17	-8	2	-1
COc1ccc(C=O)cc1OC(=O)C1(C)Cc2ccccc2C(=O)O1 (stereo unspecified)	-5	-2	-20	-32	6	2	-3	16	12	-5	2
COC(=O)C(C)n1cnc2c(nnn2Cc2ccc(Cl)cc2)c1=O (stereo unspecified)	6	7	10	-5	-6	-4	7	12	-3	-9	-6
O=C(Nc1ncnc2sc3c(c12)CCCC3)c1ccncc1	20	5	-5	-8	-6	1	-9	13	-8	-15	7
COc1ccc(NC(=O)NCc2ccccn2)c(OC)c1	-2	-19	-20	13	-5	-4	11	3	0	10	-1
CCCn1c(C)cc(=O)c2cc(NC(=O)c3cnccn3)ccc21	-3	-8	-1	-7	2	-6	-1	5	-6	10	5
CCCN(Cc1ccccc1)C(=S)NC(=O)c1ccccc1[N+](=O)[O-]	5	3	-16	4	4	-8	-8	24	16	-12	5
CCOc1ccccc1NC(=O)c1nc[nH]c1C(=O)Nc1ccccc1OCC	26	-9	-5	/	5	3	-4	-3	/	-21	-8
Cc1ccc2c(C(=O)CN3CCOCC3)c(C)[nH]c2c1	/	-17	9	3	-1	4	-3	-6	3	14	0
O=C(c1ccccc1)N1CCN(C(=O)c2ccccc2)CC1	0	11	-1	5	3	-4	-4	10	-14	-3	-4
COC(=O)c1c(C)[nH]c(C(=O)CN(C)CC(=O)Nc2cccc(F)c2)c1C	29	18	-13	-52	-3	0	-2	4	-27	-22	-9
O=C(/C=C/c1ccc2ccccc2c1)c1ccoc1	5	-1	-18	-9	-5	-1	3	-28	-9	-24	-5
CC(C)Oc1ccc(CNC(=O)c2ccc3c(c2)N(C)CCS3)cc1	-4	-1	4	-16	1	6	18	-17	-9	-7	4
CNC(=S)NN=C(C)c1ccc(OC)cc1O	-1	1	-6	16	21	-4	13	3	-18	-42	9
COc1ccc(-c2csc3nc(C(C)(C)C)oc(=O)c23)cc1OC	2	2	-28	21	-2	-18	2	-4	9	15	-7
